p53ts 39C tox: qHTS Screen for Compounds that Selectively Target Cancer Cells with p53 Mutations: Cytotoxicity of p53ts Cells at the Nonpermissive Temperature; H1299-p53A138V viability at 39C, ATP luminescence, 24 h; Potency, µM (highest dose often 46.1 µM), inactives show at the highest dose activity change, negative = cell killing, usual class: cytotoxic; 130,000 compounds, 1.5% hits; AID 902, 2007; also: nearly all actives have a fitted effect of over 55% in size
Imprint erasure: qHTS Assay for Compounds that Induce Erasure of Genomic Imprints; Potency, µM (top dose mostly 60.7 µM), inactives show at the highest dose activity change, positive = activation, most hits filed as activators; AID 1948, 2009; 110,000 compounds, 0.02% hits; mouse ES Peg3-LacZ reporter, beta-gal luminescence, 40 h;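 also: 0% = negative control wells on the plate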
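Each well holds 300 Peg3LacZ-Neo (maternal) female ES cells incubated 40 h at 37C, 5% CO2. LacZ is measured by BetaGlo luminescence, with AC50 and maximum efficacy derived from dose-response curves.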
p53ts 32C tox: qHTS Screen for Compounds that Selectively Target Cancer Cells with p53 Mutations: Cytotoxicity of p53ts Cells at the Permissive Temperature | H1299-p53A138V at 32C, ATP luminescence viability, 24 h | Potency, µM (top dose mostly 46.1 µM), without a hit: at the highest dose activity change, negative = cytotoxicity, actives largely listed as cytotoxic | 130,000 compounds, 0.93% hits | AID 924, 2007;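 also: 0% = DMSO and -100% = full killing by reference compound; nearly all actives have a fitted effect of over 55% in size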
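Cells: H1299 p53ts (A138V), 600/well, pre-incubated 16–30 h at 37C. Cpd up to 46 uM, 24 h, 32C. Readout: ATPlite luminescence, 20 min RT. Normalization: DMSO vs tamoxifen 100 uM. AC50 by Hill equation.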
IkB signaling: IkB Signaling; 110,000 compounds, 0.04% hits; ABC-DLBCL IkBa-CBG/CBR dual luciferase ratio, 4 h; response scale: scaled: untreated 0%, proteasome inhibitor 100%; Potency, µM (titrated, usually from 57.1 µM), inactives show at the highest dose IkBa stabilization activation; active = well fitted curve in the direction sought with a large enough effect in the signal ratio, not every such curve was filed as active; inconclusive = small, poorly fitted or top-dose-only effect, or a change in a side signal; the % refers to the signal ratio;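 also: the direction sought is a rising ratio; 0% = basal untreated cells and 100% = reference inhibitor full response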
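In this assay, an IκBα–CBG68 fusion accumulates when IKK-driven degradation is blocked; native CBR normalizes for cell number. OCI-Ly3 cells were treated 4 h with compound and doxycycline, then green and red light read after Chroma-Glo addition.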
* hit, by the source's call; ? = inconclusive; / = no result given; [ ] = dose if it differs, or a comment. Unless noted, calls follow the shape of the dose curve; as a rule, active = well fitted curve in the direction sought with a large enough effect; inconclusive = small, poorly fitted or top-dose-only effect, or another doubt; inactive = no such curve, though single readings can be large; an effect the other way counts as inactive or inconclusive. Unless noted, % is scaled to controls: 0 for no effect and ±100 for the full control effect; potency is read from the fitted curve at half-maximal effect.

| molecule | p53ts 39C tox | p53ts 32C tox | IkB signaling | Imprint erasure |
| --- | --- | --- | --- | --- |
| CCc1c2c(nc3cccc(OC)c13)OC(CC)C2 (stereo not drawn) | -1% | 3% | / | -10% |
| CC(=O)C1=C(c2cccc([N+](=O)[O-])c2)N(C(C)=O)n2c(nnc2-c2ccc(C)cc2)S1 | -7% | 18% | -0.5% | -5%[10.9 µM] |
| O=S(=O)(c1ccccc1)N1CCC2(CC1)CN(c1ccccc1)C2 | -7% | -10% | 1.6%[11.4 µM] | / |
| COc1ccc(-n2c(=O)c3c4c(sc3n(Cc3ccc(C)cc3C)c2=O)CCC4)c(OC)c1 | 17% | 7% | ? | -4%[10.9 µM] |
| Cc1cc(O)c(C(C)C)cc1CN1CCCCC1 | -7%[9.22 µM] | 10%[9.22 µM] | -1.1%[11.4 µM] | -12%[10.9 µM] |
| CCc1cccc(NC(=O)CN(C)S(=O)(=O)c2ccc3c(c2)CCCN3C(C)=O)c1 | -34% | 0% | -0.2% | -7%[10.9 µM] |
| COc1ccc(C(=O)N2CCN(c3nc4cc(C)ccc4cc3C#N)CC2)c(OC)c1 | -7% | 9% | ? | -9% |
| CCOc1ccc(NC(=O)Cn2ncc3c2-c2cc(C)ccc2OC3)cc1 | -10% | -3% | 0.3% | -16%[10.9 µM] |
| O=C1C(C2=C(O)c3ccccc3C2=O)=Nc2ccccc21 | -18% | -19% | ? | -18% |
| COc1ccccc1CNS(=O)(=O)c1cc(Br)cc2c1N(C(=O)C1CC1)CC2 | 1% | 5% | ? | 5%[10.9 µM] |
| COc1ccc2oc(=O)c(-c3cn4c(n3)sc3cc(F)ccc34)cc2c1 | -10% | -6% | ? | -16%[10.9 µM] |
| CN1C(=O)C(Cc2c[nH]c3ccccc23)NC1=S (stereo not drawn) | ? | ? | / | -9% |
| Cc1cc(C)c(NC(=O)Cn2nnc(-c3nc(-c4ccccc4)no3)c2N)c(C)c1 | 13% | 5% | ? | -5%[10.9 µM] |
| COc1ccc(C2CC(=O)N3CN(c4ccc(C)c(Cl)c4)CSC3=C2C#N)cc1OC (stereo not drawn) | -2% | 0% | 14% | -24% |
| O=C(CN1C(=O)COc2ccc(Cl)cc21)Nc1ccc(F)cc1 | -5% | 0% | 0.8% | 4%[10.9 µM] |
| CCCC(=O)Nc1c2c(nn1-c1ccc(OC)cc1)CS(=O)C2 (stereo not drawn) | 1% | 7% | 1.9% | 6% |
| O=C(O)CSc1n[nH]c(=O)[nH]c1=O | 12%[9.22 µM] | -5%[9.22 µM] | -1.4%[11.4 µM] | -17%[10.9 µM] |
| CCCS(=O)(=O)N1CCCC(C(=O)NCCCOCC)C1 (stereo not drawn) | 2% | -8% | 0.9% | -4% |
| CCOC(=O)Cc1c[nH]c2ccccc12 | 7% | 9% | -0.6% | 2% |
| CCOC(=O)c1c(-c2ccccc2)csc1NC(=O)c1cc(S(=O)(=O)N2CCOCC2)ccc1C | 5% | -21% | / | / |
| COc1ccc(C(=O)N2CCC3(CCCN(c4ccncc4)C3)CC2)cc1 | -3% | 3% | 0.8%[11.4 µM] | / |
| CCOC(=O)CCc1c(C)nc2cc(C3CCCN(C(=O)OC(C)(C)C)C3)[nH]n2c1=O (stereo not drawn) | -4% | 9% | 0.2% | 6% |
| CC(C)[C@H](Nc1ncnc2nc[nH]c12)C(=O)O | -1%[9.22 µM] | -11%[9.22 µM] | -1.0%[11.4 µM] | ? |
| CCC(=O)C1=C(c2ccccc2)N(C(=O)CC)n2c(nnc2C2CCCCC2)S1 | -3% | -5% | 0.1% | 2%[10.9 µM] |
| CSc1ncccc1C(=O)OCc1ccccc1 | -7% | -3% | -1.1% | -20% |
| O=C(O)c1ccc(CSCc2c(F)cccc2Cl)o1 | -2% | -10% | 1.3% | -61%[inhibitor] |
| COc1ccc(-c2cn3cc(Cl)ccc3n2)cc1OC | -17% | -22% | -0.2% | 4% |
| Cc1cccn2c(=O)c(C(=O)N3CCN(c4ccc(Cl)cc4)CC3)cnc12 | -9% | 2% | -0.5% | 15%[10.9 µM] |
| CCN(C(=O)c1sc(N)c(C#N)c1C)C1CCCCC1 | 5% | -4% | -1.1% | -9% |
| COc1cc(Cl)c(C)cc1NC(=O)CNC(=O)Cn1ccc2ccccc2c1=O | -12% | 1% | ? | -6%[10.9 µM] |

Compound profiles (already shown):
Entry for `CCCS(=O)(=O)N1CCCC(C(=O)NCCCOCC)C1` (stereo not drawn) → p53ts 39C tox = 2%; p53ts 32C tox = -8%; IkB signaling = 0.9%; Imprint erasure = -4%
Entry for `CCCC(=O)Nc1c2c(nn1-c1ccc(OC)cc1)CS(=O)C2` (stereo not drawn) → p53ts 39C tox = 1%; p53ts 32C tox = 7%; IkB signaling = 1.9%; Imprint erasure = 6%

Some entries already given, showing only IkB signaling:
Molecule | IkB signaling
CCOc1ccc(NC(=O)Cn2ncc3c2-c2cc(C)ccc2OC3)cc1 | 0.3%
O=C1C(C2=C(O)c3ccccc3C2=O)=Nc2ccccc21 | ?

Additional results follow.
| molecule | p53ts 39C tox | p53ts 32C tox | IkB signaling | Imprint erasure |
| --- | --- | --- | --- | --- |
| Cc1ccc(CNC(=O)CN2C(=O)CSc3ccc(S(=O)(=O)N4CCCC4)cc32)cc1 | -19% | -7% | ? | ? |
| COc1ccc(-c2noc(CNC(=O)COc3cccc(C)c3C)n2)cc1 | -11% | -4% | -2.1% | -5%[10.9 µM] |
| CCn1nnc(-c2ccccc2NC(=O)c2ccc(-n3cnnn3)cc2)n1 | 1% | -6% | -1.2% | -8% |
| CC(=O)NCCNc1nc2c(S(=O)(=O)c3ccc(C)c(C)c3)nnn2c2ccc(Cl)cc12 | ? | -2% | ? | -6%[10.9 µM] |
| CC(C)c1ccc(N2C(=O)N(Cc3ccccc3Cl)c3ccccc3S2(=O)=O)cc1 | -11% | -1% | -1.1% | -15%[10.9 µM] |
| CCC(=O)Nc1cc(-c2nn3c(C)nnc3s2)ccc1C | -8% | -3% | 4.3% | -29% |
| NC(=O)CSCc1cccc(Br)c1 | -9% | -1% | 0.7% | -8% |
| CC1CN(C(=O)N2CCC(C(=O)NCCC3=CCCCC3)CC2)c2ccccc2O1 (stereo not drawn) | -10% | -1% | 2.3% | -5%[10.9 µM] |
| CCCOC(=O)C1=C(C)NC2=C(C(=O)CCC2)C1c1ccc(N(C)C)cc1 (stereo not drawn) | -2% | -8% | 0.1% | -8% |
| Cc1cccc(-c2noc(-c3ccc(N4CCCC4)c([N+](=O)[O-])c3)n2)c1 | -5% | 1% | 4.7% | -6%[10.9 µM] |
| C=CC(C1=CC(=O)C(OC)=C(OC)C1=O)c1ccccc1 (stereo not drawn) | -86% | ? | / | -42%[inhibitor] |
| CCOc1ccc(N2C(=O)CC(Sc3nc(C)cc(C)n3)C2=O)cc1 (stereo not drawn) | -7% | 8% | 2.7% | -7% |
| COc1ccc(CC(=O)N2CCN(C(=O)Cc3ccc(OC)cc3)CC2)cc1 | 3% | 9% | 0.9% | 2% |
| COc1cc(OC)c(NC(=O)C2CCN(C(=O)c3sc4nc[nH]c(=O)c4c3C)CC2)cc1Cl | -14% | 12% | -3.0% | ? |
| O=C(Cn1ncc2c3ccccc3n(Cc3ccc(Cl)cc3)c2c1=O)NC1CCCCCC1 | -7% | 1% | 1.9% | 19%[10.9 µM] |
| Oc1ccc(-c2nc3ccc(Cl)cn3c2Nc2ccc(Cl)cc2)cc1 | ? | 15% | ? | -6%[10.9 µM] |
| CCCc1cc(=O)n2c(nc3ccccc32)[nH]1 | -19% | -20% | ? | -62%[inhibitor] |
| COC(=O)c1ccccc1NC(=O)n1cc(C)cn1 | 2% | -5% | -0.1% | ? |
| CCOc1ccc(CCNC(=O)CCCc2nnc3n(C)c(=O)c4sccc4n23)cc1OCC | 14% | -6% | 0.6% | 2%[10.9 µM] |
| Cc1cc(C(=O)NCc2ccc(S(N)(=O)=O)cc2)cs1 | 11% | -6% | 1.6% | 2% |
| COC(=O)c1ccc(C2/C(=C(/O)c3ccc(OC)cc3)C(=O)C(=O)N2CC2CCCO2)cc1 (stereo not drawn) | -1% | -2% | 1.8% | -18% |
| N#CCCN(C(=O)CN1C(=O)NC2(CCCC2)C1=O)c1ccccc1F | -5% | -1% | -0.9% | 1% |
| COCCn1nnnc1C(c1cc2ccc(OC)cc2[nH]c1=O)N1CCc2ccccc2C1 (stereo not drawn) | -3% | -2% | 0.8% | -4% |
| C/C=C/OC(=O)NC(c1ccccc1)[C@]1(C(C)=O)CCCC1=O (stereo partly drawn) | -6%[9.22 µM] | -4%[9.22 µM] | / | / |
| CCC(=O)n1nc(-c2ccc(OC)cc2)nc1N | -21% | -20% | -1.1% | -13% |
| CCOc1ccc(-c2nnn(CC(=O)Nc3cc(OC)ccc3OC)n2)cc1OCC | 5% | 6% | 0.6% | 0% |
| COc1cc(-c2c(C#N)c(N)nc3c2CCCC3)cc(OC)c1OC | -3% | 12% | -2.9% | -12% |
| CCOc1ccc(-c2cc(C(=O)NC(C)c3ccccc3)c3ccccc3n2)cc1 (stereo not drawn) | ? | 0% | ? | -17%[10.9 µM] |
| O=C(Nc1sc2c(c1C(=O)NCC1CCCO1)CCCC2)c1cc(=O)c2ccccc2o1 (stereo not drawn) | -15% | 8% | 2.8% | 21%[10.9 µM] |
| Cc1ccccc1NC(=O)c1ccc(F)c(S(=O)(=O)N(C)Cc2ccccc2)c1 | -11% | -6% | ? | -15%[10.9 µM] |

Two records picked at random from those above, as already listed:
| molecule | p53ts 39C tox | p53ts 32C tox | IkB signaling | Imprint erasure |
| --- | --- | --- | --- | --- |
| COCCn1nnnc1C(c1cc2ccc(OC)cc2[nH]c1=O)N1CCc2ccccc2C1 (stereo not drawn) | -3% | -2% | 0.8% | -4% |
| CCCOC(=O)C1=C(C)NC2=C(C(=O)CCC2)C1c1ccc(N(C)C)cc1 (stereo not drawn) | -2% | -8% | 0.1% | -8% |

Continued:
| molecule | p53ts 39C tox | p53ts 32C tox | IkB signaling | Imprint erasure |
| --- | --- | --- | --- | --- |
| Cc1ccc(-n2c(C)cc(C(=O)C(=O)Nc3ccccc3)c2C)c(C)c1 | 0% | 5% | ? | -10%[10.9 µM] |
| COc1ccc(-c2nsc(NC(=O)c3oc4ccccc4c3C)n2)cc1 | 0% | 1% | 2.6% | -7%[10.9 µM] |
| Cc1ccc(OCCn2cc(C#N)c3ccccc32)cc1 | 2% | 0% | / | / |
| C=CCn1c(Sc2ccccc2)nc2c1c(=O)[nH]c(=O)n2C | 0% | -13% | / | / |
| CC1=C(C(N)=O)C(c2ccccn2)n2nc(SCc3ccccc3Cl)nc2N1 (stereo not drawn) | 11% | -16% | 0.0% | -8% |
| COc1ccc(C2C(C#N)=C(/N=C/N3CCN(C)CC3)OC3=C2C(=O)CC(C)(C)C3)cc1OC (stereo not drawn) | 7% | -4% | 1.6% | -3% |
| CC1CCN(C(=O)CSc2nc3c(cnn3-c3ccc(Cl)cc3)c(=O)[nH]2)CC1 | 5% | 22% | 0.8% | 5% |
| Cc1ccc(S(=O)(=O)N=C2SCCCS2)cc1 | -6% | 1% | ? | -4% |
| COc1ccc(OC)c(NC(=O)CS(=O)(=O)Cc2nc(-c3ccccc3C)oc2C)c1 | 11% | -6% | 2.6% | -18% |
| Cc1ccc(CNC(=O)c2nnc(Cc3cccc(F)c3)o2)cc1 | 9% | -1% | 0.0% | -16%[10.9 µM] |
| O=C(Cc1ccc(-n2c(=O)c3ccccc3n(Cc3cccc([N+](=O)[O-])c3)c2=O)cc1)NCC1CCCO1 (stereo not drawn) | 4% | 10% | / | / |
| CCC1=C2CC[C@H]3C(=O)NC(=O)[C@H]3[C@H]2[C@@]2(C)C(=NCC3CC3)OC(=O)N2C1=O | -6% | 23% | / | -4% |
| C/C(=N\NC(=O)CN1CCN(S(=O)(=O)c2ccc(C)cc2)CC1)c1cccnc1 | 1% | -11% | / | / |
| Cc1ccc(N(CC(=O)N2CCN(c3cccc(Cl)c3)CC2)S(=O)(=O)c2c(C)noc2C)cc1 | 14% | 5% | ? | ? |

Compound activity deposited in PubChem by National Center for Advancing Translational Sciences (NCATS).
